Xi reactivation = X-chromosome reactivation activator; XiGFP mouse fibroblasts, % GFP-positive cells imaging, 3 d; cells co-treated with 5-aza-dC sensitizer; scaled so ellipticine positive control = 100%; activation, % at 7.58 µM; hit rate 0.055% among 360,000; AID 743238;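 active means mean normalized replicate activation at least 10% and every replicate at or above 10%; inconclusive means only one of the two criteria met; inactive means mean below 10% and not all replicates reach 10%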;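 further: 0% = median of on-plate neutral control wells and 100% = ellipticine 6 µM median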
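System: 68-5-11 XiGFP fibroblast line; Timing: 3 days compound exposure; Compound dosing: one concentration, pinned; Benchmarks: positive control ellipticine, 6 µM final; Buffer or medium: DMEM containing 5-aza-dC.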
S100A4 MyoIIA = inhibitors of human S100A4 binding to myosin IIA peptide. P26447. S100A4/TAMRA-MyoIIA peptide fluorescence polarization. inhibition, % at 10.7 µM. hit rate 0.14% among 360,000. AID 652163;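 active means mean inhibition of at least 70% across replicates, with every replicate also reaching that level; inconclusive means mean inhibition reaches 70% but some replicates fall short; inactive means mean inhibition below 70%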
Target sequence (P26447 whole entry, looked up): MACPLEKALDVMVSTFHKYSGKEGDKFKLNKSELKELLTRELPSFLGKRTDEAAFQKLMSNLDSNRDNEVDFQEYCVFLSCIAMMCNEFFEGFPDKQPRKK
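System – human S100A4 monomer protein, biochemical binding assay · Buffer or medium – Calcium-containing HEPES buffer, pH 7.2 · Timing – 5 min between mix addition and reading · Also added – TAMRA-labelled myosin IIA heavy-chain peptide probe, 5 nM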
RAD52 inh = RAD52 (human) annealing inhibition. inhibition, % at 18.7 µM. hit rate 0.46% among 360,000. P43351. recombinant RAD52 DNA annealing, FRET fluorescence;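 active means every replicate showing at least 50% inhibition; inconclusive means mean inhibition at least 50% but not in every replicate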
FN deposition inh = fibronectin deposition inhibition. AH1F fibroblasts, Alexa488-fibronectin deposition fluorescence, overnight. inhibition, % at 12.6 µM. hit rate 0.086% among 350,000;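 active means mean inhibition across replicates of 30% or more, regardless of how many single replicates reach that level; inconclusive means mean under 30% yet at least half of replicates reach 30%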;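 further: positive control wells lacked labelled fibronectin entirely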
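Assay system: AH1F fibroblasts / Quantity: 10000 cells per well / Medium: DMEM plus 2% serum, read in PBS / Reagent: labelled fibronectin 24 nM / Dosing: single dose, pinned / Times: 1 h cell attachment, overnight exposure to compound and label / Signal: fluorescence, ex 485 nm, em 525 nm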
E-selectin induc = induces E-selectin expression in human endothelial cells | AID 686992 | activation, % at 7.58 µM | HUVEC E-selectin immunofluorescence imaging; normalized: neutral wells 0, TNF-alpha wells 100 | hit rate 0.37% among 260,000 | P16581;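 active means mean E-selectin-positive cell signal at least 10% of the positive control, reached in at least 60% of replicates, without over 20% cell loss; inconclusive means no rule given, readout overlaps actives, possibly toxicity-flagged; inactive means the rest, including those meeting only one limit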;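 further: in these data hits start at about 27%; measured in HUVEC primary endothelial cells; signal is the percent of cells scored E-selectin positive by PE staining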
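Read-out: % PE-positive cells | Test system: HUVEC | Doses: One compound dose added by pin transfer | Buffer or medium: EGM-2 over gelatin coat | Signal: Immunofluorescence imaging | Benchmarks: TNF-alpha, DMSO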
RAD54 inh = blocks human RAD54 Holliday junction branch migration; FAM/BHQ fluorescence; inhibition, % at 10.4 µM; hit rate 0.14% among 360,000; AID 602329;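 active means mean normalized replicate activity at least 40 and at least half of replicates scoring 40 or more; inconclusive means only one of the two criteria met; inactive means mean below 40 and under half of replicates reaching 40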;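 further: 0% = median of neutral control wells and 100% = median of positive control wells; inhibitors cause a drop in the FAM fluorescence signal; in these data hits start at about 50%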
Target sequence (Q92698 whole entry, looked up): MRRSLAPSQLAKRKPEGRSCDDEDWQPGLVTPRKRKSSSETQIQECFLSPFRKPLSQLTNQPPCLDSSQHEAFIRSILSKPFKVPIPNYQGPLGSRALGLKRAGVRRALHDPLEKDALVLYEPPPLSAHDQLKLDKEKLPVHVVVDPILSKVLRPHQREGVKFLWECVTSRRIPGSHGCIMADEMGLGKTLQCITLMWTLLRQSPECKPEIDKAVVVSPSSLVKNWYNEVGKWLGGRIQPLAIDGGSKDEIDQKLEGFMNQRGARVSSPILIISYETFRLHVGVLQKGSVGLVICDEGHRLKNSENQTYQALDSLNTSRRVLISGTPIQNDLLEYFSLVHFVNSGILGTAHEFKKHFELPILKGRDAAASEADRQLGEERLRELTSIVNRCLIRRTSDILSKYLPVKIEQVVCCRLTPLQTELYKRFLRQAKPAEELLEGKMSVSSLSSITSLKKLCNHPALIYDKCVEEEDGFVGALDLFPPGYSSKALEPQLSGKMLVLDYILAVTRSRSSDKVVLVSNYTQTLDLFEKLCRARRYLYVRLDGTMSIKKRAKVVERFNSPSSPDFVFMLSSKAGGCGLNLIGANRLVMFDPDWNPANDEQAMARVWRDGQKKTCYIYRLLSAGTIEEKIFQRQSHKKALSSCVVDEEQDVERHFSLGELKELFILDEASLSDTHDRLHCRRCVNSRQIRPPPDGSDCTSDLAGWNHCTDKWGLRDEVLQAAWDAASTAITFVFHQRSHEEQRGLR
esBAF inh = SWI/SNF esBAF complex inhibition. mouse ES cells, Bmi1-luciferase knock-in reporter, 24 h; 100% = twice the neutral-well signal. reporter increase, % at 12.5 µM. hit rate 2% among 350,000. AID 602393; in the data active means activation above about 40%; inconclusive means no clear call, values can overlap the other calls;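 further: 0% = median of the plate's neutral control wells and 100% = double that signal; a rise in the Bmi1 reporter signal indicates esBAF inhibition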
EWS-Fli block = inhibitors of EWS/Fli oncoprotein transcriptional activity. A673 NR0B1-luciferase reporter, viability-normalised. inhibition, % at 12.6 µM. hit rate 0.67% among 350,000;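 active means mean inhibition of at least 50% after viability correction, with every replicate also passing that limit; inconclusive means mean reaches 50% but only one of two replicates passes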;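 further: firefly luciferase signal divided by Alamar Blue viability fluorescence both relative to DMSO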
The depositor's hits bear a star; u = inconclusive; x = not tested or not shown. Rows are unselected; about 3% have a hit in one of these screens.

structure,Xi reactivation,S100A4 MyoIIA,RAD52 inh,FN deposition inh,E-selectin induc,RAD54 inh,esBAF inh,EWS-Fli block
O=C(Cn1c(=O)n(-c2ccc(F)cc2)c(=O)c2sccc21)NC1CCCCC1,-0.1,8.4,-17.5,-2.4,5.0,0.9,0.2,-13.8
COc1ccc(S(=O)(=O)N[C@H]2CC[C@H](CCNC(=O)CN3CCOCC3)O[C@H]2CO)cc1,0.2,-3.9,7.4,-22.5,-0.4,-16.2,3.3,-8.5
C[C@H]1CCCCO[C@@H](CN(C)Cc2ccccc2)[C@@H](C)CN([C@@H](C)CO)C(=O)c2cc(NC(=O)NC3CCCCC3)ccc2O1,-1.0,2.0,16.9,x,0.3,7.6,-0.7,7.7
N=c1ncn(C2OC(CO)C(O)C2O)c2nc(Br)[nH]c12 (configuration not stated),0.1,4.2,-18.3,1.7,-0.4,-5.8,-12.1,-2.8
O=C(NCCCO)/C(=C\c1ccco1)NC(=O)c1ccc(Br)o1,0.4,2.2,-35.7,-0.6,-2.3,x,x,-10.0
CC(C)CC(=O)Nc1cccc(-c2nc3ncccc3o2)c1,0.0,-1.0,-20.0,4.9,-0.1,0.5,10.7,4.6
Cc1ccc(O)c(C(=O)c2cnc3c(c2)c(=O)n(C)c(=O)n3C)c1,0.0,-7.4,-9.2,-8.8,x,x,x,-4.2
Cc1cc(C(=O)Nc2cccc3c2O[C@H](CN(C)C(=O)Nc2c(C)noc2C)[C@@H](C)CN([C@H](C)CO)C3=O)n(C)n1,-1.1,0.5,0.5,-1.1,-0.2,-30.2,-5.6,2.8
Oc1ccccc1-c1cnc2cccnn12,0.0,19.3,-4.1,x,0.5,2.6,-1.0,-33.9
COc1cccc(-c2ccc3n(c2=O)C[C@@H]2[C@@H](CO)[C@H](C(=O)N4CCCCC4)N[C@H]32)c1,0.3,x,0.4,x,-1.6,-5.2,-0.8,-1.4
CCN1CCN(C(=O)C2CCC(CNS(=O)(=O)c3ccccc3)CC2)CC1 (configuration not stated),x,-1.5,-10.2,x,x,-3.3,-0.4,3.8
CCC(=O)N(C)C[C@H]1Oc2cc(-c3ccccc3C)ccc2S(=O)(=O)N([C@H](C)CO)C[C@@H]1C,0.1,15.1,4.5,x,-0.2,-12.9,-3.0,-4.6
O=C(COC(=O)/C=C/c1ccccc1)NCc1cccs1,0.2,-1.8,-10.3,-7.4,x,0.9,-1.5,6.1
COc1cccc(C=Nc2cccc3c(=O)[nH][nH]c(=O)c23)c1O,0.0,-1.2,-32.6,15.7,x,x,x,-9.7
CN(C)c1ccc(CNS(=O)(=O)c2csc(C(N)=O)c2)cc1,0.2,10.2,-14.5,10.1,x,-4.6,6.8,-1.2
COc1cccc(NC(=O)CN(C)CC(=O)Nc2ccc(C)c(S(=O)(=O)N3CCOCC3)c2)c1,0.0,0.6,-22.2,-2.4,0.8,-0.5,11.3,-5.8
Cc1cccc(/C=N/n2c(-c3ccco3)n[nH]c2=S)c1,-0.1,-3.5,-13.9,5.3,x,x,x,-11.3
O=C(c1nc2ccccn2c1CNCCCn1ncc2ccccc21)N1CCCC1,-0.1,3.9,-8.1,-5.1,0.0,3.0,2.2,10.5
CO[C@H]1CN(C)C(=O)c2cc(NC(=O)NC3CCCC3)ccc2OC[C@@H](C)N(C)C[C@@H]1C,0.2,-15.3,-1.3,-3.3,-0.2,x,x,3.8
COc1ccc(CN(C)C[C@H]2Oc3ccc(N(C)C)cc3CC(=O)N([C@@H](C)CO)C[C@H]2C)cc1,0.1,3.9,-8.5,x,u,-4.0,2.6,1.0
CN(Cc1ccccc1)C(=O)CN1C(=O)NC2(CCCCCCC2)C1=O,0.3,-1.4,8.8,-2.6,x,-0.5,3.5,0.0
Cc1ccc(C(=O)NCC(C)NC(=O)c2ccc(C)c(C)c2)cc1C (configuration not stated),0.0,7.5,-2.1,-5.9,x,5.2,-3.8,3.6
COc1ccc(NC(=O)N(C)C[C@H]2Oc3c(NC(=O)Nc4cccc5ccccc45)cccc3C(=O)N([C@H](C)CO)C[C@H]2C)cc1,0.2,-6.3,7.2,5.7,-0.1,-0.1,1.3,1.3
CCCc1nc2nc(C)c(NS(=O)(=O)c3ccc(Cl)cc3)c(=O)n2[nH]1,0.0,1.6,-6.5,-1.1,x,-0.9,0.8,20.5
C[C@H](CO)N1C[C@H](C)[C@H](CN(C)Cc2cncnc2)Oc2ncc(-c3cncnc3)cc2C1=O,-0.1,-7.0,0.0,x,0.0,4.6,-3.2,2.4
COc1ccc(S(=O)(=O)NC(C)C(=O)NCc2ccccn2)cc1OC (configuration not stated),0.6,0.2,-7.9,1.5,x,26.1,-0.4,-0.5
O=C(O)c1ccc(S(=O)(=O)c2ccc([N+](=O)[O-])cc2[N+](=O)[O-])cc1,0.6,-4.0,2.9,-5.3,0.6,37.9,-5.8,-8.7
COc1cc(OC)cc(-c2nnc(SCc3c(F)cccc3Cl)o2)c1,x,-8.5,-5.4,x,x,9.2,25.7,-41.2
C[C@H]1CN([C@@H](C)CO)C(=O)c2cccc(NC(=O)NC3CCCCC3)c2O[C@H]1CN(C)C(=O)Nc1ccc(C(F)(F)F)cc1,0.3,-10.4,14.5,3.3,0.7,2.4,0.6,15.0
CCOC(=O)c1ccc(CNCc2ccccc2)cc1,0.0,-0.6,-11.8,2.7,-0.2,x,x,-11.4
Cc1cc(Cl)cc(C)c1OCC(=O)N1CCN(c2ncccn2)CC1,0.1,-0.7,4.9,2.0,x,2.7,-3.2,-7.4
CN(CCOC(=O)c1ccc2c(c1)OCO2)C(C)(C)C,0.1,-3.6,3.3,-6.5,0.3,x,x,-8.9
COc1ccc(/C(O)=C/C(=O)C(=O)NNC(=O)c2ccccc2)cc1,0.2,1.0,-90.5,-9.1,x,-16.9,6.8,-13.8
Cc1cccc(N2C(=O)/C(=C/c3cccnc3)SC2=S)c1,0.0,1.2,-3.6,0.6,0.1,2.6,x,6.6
COCC(=O)N1[C@H](C#N)[C@H](c2ccccc2-c2ccccc2F)[C@@H]1CO,0.0,2.3,4.4,-1.0,0.1,x,x,0.5
Cc1ccc(/C=C/C(=O)O)cc1S(=O)(=O)NCC1CCCO1 (configuration not stated),0.0,3.5,-2.9,2.7,x,x,-9.5,3.0
Cc1cc(C)c(NC(=O)CNC(=O)c2ccccc2SCC(=O)N2CCCC2)c(C)c1,-0.1,-2.0,7.5,-11.7,x,7.3,-2.0,3.2
COc1cccc(N2CC(NS(=O)(=O)c3ccc(Cl)cc3)CC2=O)c1 (configuration not stated),0.0,-2.7,10.5,6.1,0.3,x,-1.0,4.4
N#Cc1ccccc1COc1ccc(/C=C/C(=O)O)cc1,-0.1,-1.9,4.7,4.2,1.0,x,x,57.7*
C[C@H](CO)N1C[C@H](C)[C@H](CN(C)C(=O)Nc2cccc(Cl)c2Cl)OCc2ccccc2-c2c(n(C)c3ccccc23)C1=O,0.3,14.4,6.1,0.4,-2.8,x,x,10.5
C=CCNC(=O)N1CCc2[nH]c3ccc(F)cc3c2C1,0.2,-2.5,-10.4,-17.6,x,-4.3,-2.2,-1.8
Cc1cc(Nc2cccc(Cl)c2)nc(-c2ccccc2O)n1,0.0,-1.0,-19.9,13.7,2.0,3.2,-10.3,11.3
O=C(NCCCn1ccnc1)C1CCN(S(=O)(=O)c2cc([N+](=O)[O-])ccc2Cl)CC1,-0.1,-2.3,26.7,1.5,-0.1,x,x,9.7
O=C(CCN1C(=O)/C(=C/c2ccco2)SC1=S)Nc1ccc(O)cc1C(=O)O,0.0,-29.9,-237.9,1.4,-0.2,-79.1,-4.9,-8.0
Cc1ccc(C23CC4CC(CC(C(=O)NC(C)C(N)=O)(C4)C2)C3)cc1 (configuration not stated),0.1,0.1,-12.0,10.2,x,2.8,-0.7,x
C=CCn1c(SC(C)C(=O)c2c(N)n(C)c(=O)n(C)c2=O)nnc1-c1ccoc1C (configuration not stated),-0.1,-1.4,-4.2,2.7,x,-8.2,-5.4,-7.2
COc1cccc(-c2ccc3c(c2)[C@@H]2[C@@H](CCN2S(=O)(=O)C2=NC(C)C=N2)[C@@H](CO)N3C)c1 (some centres not stated),0.1,x,x,1.5,0.1,-1.2,-2.6,-0.5
COc1ccc(C2CC(C(F)(F)F)n3nc(C(=O)NCc4cn(C)nc4C)c(Cl)c3N2)cc1 (configuration not stated),x,-0.2,-17.6,x,x,-15.0,5.4,1.7
Cc1ccccc1-c1cnc2c(c1)C(=O)N([C@@H](C)CO)C[C@H](C)[C@H](CN(C)Cc1cncnc1)O2,-0.8,x,x,x,-0.3,x,0.1,-14.1
C[C@@H]1CCCCO[C@@H](CN(C)S(C)(=O)=O)[C@@H](C)CN([C@H](C)CO)C(=O)c2cc(NC(=O)Cc3ccccc3)ccc2O1,-0.2,15.4,-8.2,x,-0.2,-5.1,-0.3,-8.8
O=C([C@@H]1N[C@@H]2c3ccc(-c4ccccc4F)c(=O)n3C[C@@H]2[C@H]1CO)N1CCCCC1,-0.1,-6.6,-22.8,x,0.2,11.8,-2.6,0.4
COc1cccc(COC(=O)CCNC(=O)c2ccc(Cl)cc2)c1OC,0.0,1.8,-7.2,-15.9,x,4.5,7.4,-1.3
OCCc1ccc(NCCc2cccs2)cc1,0.0,-4.6,-4.5,3.9,-0.2,0.7,53.9*,-69.8
Cc1onc(NC(=O)c2ccc(Cl)cc2Cl)c1Br,-0.1,-2.4,0.0,-1.3,x,x,x,-35.1
O=C(Cc1cccc2ccccc12)NNC(=O)Nc1ccc(Cl)cc1,0.1,-1.5,-0.3,20.4,3.4,9.0,36.2,-42.2
